DAX1 inh-1 – inhibitors of human orphan nuclear receptor DAX1 (NR0B1); P51843; HEK293 Gal4-DAX1 luciferase reporter, luminescence; inhibition, % at 6.75 µM; 0.99% of 340,000 active; AID 504766;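 active = inhibition above the mean over all tested compounds plus 3 SD, cut at about 4.2% in these data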;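 also: 0% = DAX1-transfected cells with DMSO and 100% = empty-vector control cells with DMSO; inhibition shows as a rise in luminescence from relieved DAX1 repression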
Target sequence (P51843 207-470 limits assumed): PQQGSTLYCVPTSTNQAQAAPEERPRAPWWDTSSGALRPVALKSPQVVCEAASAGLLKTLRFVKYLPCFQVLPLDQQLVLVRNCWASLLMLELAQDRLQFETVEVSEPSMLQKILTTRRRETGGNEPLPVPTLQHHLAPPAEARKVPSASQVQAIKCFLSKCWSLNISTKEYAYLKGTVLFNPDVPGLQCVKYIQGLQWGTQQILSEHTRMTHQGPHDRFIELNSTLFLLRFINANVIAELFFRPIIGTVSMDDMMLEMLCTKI
SMARCA2 activ – increases SMARCA2 function in MMTV reporter cells | activation, % at 9.1 µM | 1% of 370,000 active | AID 652017 | MG213 cells, MMTV-luciferase reporter, dexamethasone, overnight; in the data active = activation above about 7.8%;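 also: 0% = vehicle wells and 100% = reference activator wells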
NR1D1 modulator – Rev-erb alpha (human) modulation; P20393; AID 1259318; 0.79% of 370,000 active; Rev-erbα–FITC-DNA binding, fluorescence polarization, 90 min; activity, % at 10 µM;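 active = activity above about 14%, limit read from the data; passing the limit was not always enough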;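 also: 0% = DMSO wells with 35 nM protein and 100% = DMSO wells with 750 nM protein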
Target sequence (P20393 whole entry, looked up): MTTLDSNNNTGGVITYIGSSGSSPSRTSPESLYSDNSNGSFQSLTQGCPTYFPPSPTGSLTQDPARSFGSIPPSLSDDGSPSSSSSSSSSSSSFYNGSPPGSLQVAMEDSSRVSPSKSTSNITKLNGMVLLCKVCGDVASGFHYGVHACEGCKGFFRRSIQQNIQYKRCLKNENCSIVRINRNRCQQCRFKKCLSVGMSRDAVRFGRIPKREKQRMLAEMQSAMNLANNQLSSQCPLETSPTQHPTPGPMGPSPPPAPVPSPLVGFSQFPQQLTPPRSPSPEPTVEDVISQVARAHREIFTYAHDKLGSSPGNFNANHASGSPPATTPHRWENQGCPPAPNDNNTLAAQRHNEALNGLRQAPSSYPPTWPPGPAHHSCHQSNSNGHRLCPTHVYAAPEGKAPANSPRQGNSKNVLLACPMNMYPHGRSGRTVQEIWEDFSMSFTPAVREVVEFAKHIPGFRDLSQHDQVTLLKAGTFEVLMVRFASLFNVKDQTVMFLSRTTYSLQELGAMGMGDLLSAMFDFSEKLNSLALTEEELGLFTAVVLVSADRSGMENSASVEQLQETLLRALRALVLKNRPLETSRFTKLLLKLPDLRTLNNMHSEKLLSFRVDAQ
hcDAF-12 act – H. contortus DAF-12 activation, primary screen; HEK293 hcDAF-12 lit1-tk-luc reporter, luminescence; 0% DMSO, 100% Δ7-dafachronic acid; activation, % at 6.8 µM; 1.4% of 370,000 active; AID 652067;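 active = activation above the mean of all tested compounds plus 3 SD, cut at about 5.5% in these data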;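 also: 100% = response to 3 µM Δ7-dafachronic acid high control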
PLCb3 inh – PLC-beta3 (human) inhibition, primary screen; Q01970; Purified PLC-beta3, fluorogenic substrate, fluorescence; inhibition, % at 12.2 µM; 0.18% of 370,000 active; AID 720704; in the data active = inhibition above about 11%;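 also: 0% = median of compound wells on plate and 100% = full blocker control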
GAA850 FXN act – frataxin GAA850 promoter activation; HEK293 lucGAA850 FXN promoter luciferase reporter, 24 h; percent of 10 µM SAHA response; activation, % at 6 µM; 0.56% of 360,000 active; AID 540364;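 active = activation above the average of all compounds screened plus 3 SD, cutoff fixed separately per campaign, cut at about 7.5% in these data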;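 also: 0% = DMSO wells and 100% = 10 µM SAHA wells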
ssDAF12 agonist – activators of S. stercoralis DAF-12 nuclear receptor; HEK293 ssDAF-12/GRIP1 lit1-tk-luc reporter, luminescence; % of 3 µM dafachronic acid response; activation, % at 6.8 µM; 1% of 370,000 active; AID 652126;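 active = activation above the mean over all tested compounds plus 3 SD, cut at about 0.9% in these data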;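 also: 0% = DMSO-only wells and 100% = 3 µM delta7-dafachronic acid wells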
sPLA2-III inh – Inhibits HGIII-sPLA2 liposome hydrolysis, primary screen; AID 743126; 0.56% of 370,000 active; inhibition, % at 12.2 µM; QFRET BODIPY PC-A2 liposome hydrolysis, fluorescence;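 active = inhibition above mean plus 3 SD of compounds lying within the high and low control bounds, cut at about 19% in these data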;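 also: 0% = median of test compound wells and 100% = no enzyme DMSO wells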
hgDAF12 agonist – activates the H. glycines DAF-12 receptor ligand-binding domain; HEK293 GAL4-hgDAF12 UAS-luciferase reporter, agonist luminescence; normalized to butyrate control; activation, % at 6.8 µM; 1.8% of 370,000 active; AID 687014;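 active = activation above a cutoff set at the mean of all screened compounds plus 3 SD, cut at about 10% in these data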;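 also: 0% = DMSO wells and 100% = sodium butyrate wells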
PG9 Ab binder – PG9 antibody binding by small molecule. TR-FRET gp120-PG9 antibody binding. inhibition, % at 6.7 µM. 0.43% of 360,000 active. AID 624416; in the data active = inhibition above about 8.5%
DAX1 inh-2 – inhibitors of DAX1 repression of SF-1 activated StAR promoter; HEK293T StAR-luciferase reporter, SF-1/DAX-1 repression relief; inhibition, % at 6.8 µM; 1.1% of 370,000 active; AID 652010;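 active = inhibition above the mean over all tested compounds plus 3 SD, cut at about 3.6% in these data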;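 also: 0% = DAX-1 cells with DMSO and 100% = cells lacking DAX-1 with DMSO; higher inhibition means more luminescence from relief of DAX-1 repression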
* marks the source's active call; other numbers are inactive results; / = not tested or not shown.

SMILES	DAX1 inh-1	SMARCA2 activ	NR1D1 modulator	hcDAF-12 act	PLCb3 inh	GAA850 FXN act	ssDAF12 agonist	sPLA2-III inh	hgDAF12 agonist	PG9 Ab binder	DAX1 inh-2
CCCc1cc(=O)oc2c(C)c(OCC(=O)NCCCN3CCOCC3)ccc12	3.4	-3	1	-1.5	-23	-0.5	-1.3	5	0.5	-1.7	-0.7
C/C(N)=C(\C#N)C(=O)NCc1ccccn1	0.6	-1	-2	-0.6	2	-0.6	-0.8	0	-1.8	0.7	-0.2
CN(C)S(=O)(=O)N1CCC(Oc2ccc(C(=O)N3C[C@H]4CC[C@H]3C4)cc2)CC1	-1.4	-3	0	-4.1	-5	-1.8	-1.6	9	-5.2	-1.2	-2.6
COCCSc1nnc(-c2cccc(C#N)c2)n1C	-0.7	-1	1	0.7	7	1.2	-0.9	0	0.4	-1.6	-0.1
CCOc1ccc(S(=O)(=O)NCc2ccco2)cc1	0.4	0	-1	-0.4	3	0.2	-1.1	0	-0.3	1.6	-0.2
COc1ccc(C(=O)Nc2sc(C)c(C)c2CN2CC(C)OC(C)C2)cc1 (stereo not drawn)	3.1	4	4	8.9*	-5	2.5	0.1	18	11*	0.8	3.9*
O=C(COC(=O)C1CCC1)Nc1ccc(Cl)cn1	-0.3	-2	4	2.0	0	0.1	-1.3	9	0.7	1.9	0.2
COCCNC(=O)/C(C#N)=C/c1ccc(C(=O)O)cc1	5.0*	0	/	-1.2	-5	0.7	-1.1	1	-0.8	0.9	-0.5
O=C(O)/C(=C1/OC(=O)c2ccccc21)c1ccccc1	-1.0	-1	1	-0.9	-2	-1.6	-1.4	6	0.6	1.0	-0.5
CC(C)C(=O)NNC(=O)CSc1nc(C2CCCCC2)nc2ccccc12	0.2	-4	3	-1.5	2	1.6	-1.1	0	-0.1	0.6	0.2
CCOC(=O)C1CCCCN1Cc1cc(Cl)ccc1O (stereo not drawn)	1.1	1	-2	1.0	-1	2.4	-2.0	5	2.6	0.7	0.3
CCc1ccc(C(=O)NNC(=O)CCc2nc3ccccc3c(=O)[nH]2)cc1	0.9	0	-2	-0.7	-18	0.7	0.2	-4	0.6	-1.4	3.6*
C/C(=C\C(=O)c1ccccc1)NCc1ccc(F)cc1	0.8	4	-2	-1.3	0	3.6	-1.4	-6	0.3	-1.7	0.3
Cc1cc(NC(=O)COC(=O)C2CC2)ccc1Br	1.2	2	-5	-1.1	-3	-0.8	-1.3	-1	2.3	-1.0	-3.0
O=S(=O)(c1ccc(F)cc1)N1CCN(C(=S)NCC2CCCO2)CC1 (stereo not drawn)	-0.7	-2	-8	-0.4	-10	2.0	-1.2	5	-3.1	0.9	-0.8
O=C1CCC[C@H]2C[C@H](NCc3ccco3)CC[C@]23CCCN13	/	/	1	-1.2	3	/	-1.7	2	-1.9	/	/
COC(C(=O)Nc1ccccc1F)c1ccccc1 (stereo not drawn)	-0.2	0	-2	-0.9	3	0.9	-0.9	7	0.6	1.4	0.3
CCOc1cc(/C=N/NC(=O)CNc2ccc(C)cc2)ccc1OC(=O)c1ccccc1	-0.7	-1	-8	1.1	-8	3.0	-0.2	-2	-0.8	-1.7	0.0
COc1ccc(Nc2nc(Cl)nc(Nc3ccc(OC)cc3)n2)cc1	-0.6	1	0	-1.3	5	0.5	-0.5	-2	2.2	-2.1	-1.8
CC(=O)Nc1ccc(C(=O)NCCc2ccccc2)cc1	1.8	0	5	1.5	1	4.4	0.0	2	8.1	-0.2	1.6
C=CCNC(=O)c1cc2cc(Cl)ccc2nc1N	/	-4	1	2.6	-286	/	-0.6	8	0.4	1.5	1.0
COc1cc(S(=O)(=O)NCc2ccc3c(c2)OCO3)c(OC)cc1C	1.4	3	5	-3.1	-6	0.1	-1.1	-5	-0.5	0.4	0.1
O=S(=O)(CCN1CCSCC1)c1ccccc1	1.4	2	6	1.5	-1	-0.4	-0.6	-3	-0.7	-3.0	-0.4
CCCOc1ccc(CSc2nc3ccccc3[nH]2)cc1	-3.0	-2	3	-1.1	-4	1.1	-1.7	-26	1.8	-0.9	-1.7
COc1ccc(N2CCN(c3ccc(N4C(=O)COCC4=O)cc3[N+](=O)[O-])CC2)cc1	-0.7	-1	5	0.4	-1	0.1	-1.0	-1	-2.3	-1.1	-0.2
Going on with the list.
SMILES	DAX1 inh-1	SMARCA2 activ	NR1D1 modulator	hcDAF-12 act	PLCb3 inh	GAA850 FXN act	ssDAF12 agonist	sPLA2-III inh	hgDAF12 agonist	PG9 Ab binder	DAX1 inh-2
O=C(O)CCCCCNC(=O)Cn1nnc2ccccc2c1=O	2.5	-3	1	-1.2	-4	1.9	-1.4	-1	2.1	-1.6	-0.2
O=C(/C=C/c1ccccc1Cl)Nc1cccc(O)c1	-0.8	3	1	10*	-2	5.4	0.2	-22	24*	-1.1	5.8*
C=CCc1c(C)nc(-c2ccccc2)nc1N/N=C/c1ccncc1	-0.2	-3	9	0.2	-5	0.6	-1.4	-1	1.7	0.1	0.6
Cc1ccc(C2N(c3cccc(Cl)c3)C(=O)N3CCCN23)cc1 (stereo not drawn)	2.4	-4	-4	-1.0	-3	1.2	-1.7	9	-1.3	-0.9	0.3
O=C(NNc1nc(-c2ccc(Br)cc2)cs1)c1ccco1	1.7	1	2	1.5	-7	4.8	-0.7	46*	2.8	2.5	0.8
CCOC(=O)c1ccccc1NC(=O)c1ccc2c(SCC(=O)O)c3c(nc2c1)CCCC3	0.0	2	-1	-0.5	-30	1.3	-1.1	-10	2.7	1.2	-0.1
COc1ccccc1N(CC(=O)NC1CCCC1)C(=O)C1(C)CC(=O)N=C2C=CC(C)=CN21 (stereo not drawn)	1.9	2	2	-2.5	-179	1.1	-0.9	4	-1.9	-1.0	0.0
O=C(N/N=C/c1cccs1)c1cccnc1	/	-1	2	-1.3	-7	0.4	-0.8	2	1.1	-1.5	0.3
COc1ccc(CC(N)c2csc(NC(=O)c3cc(C(C)(C)C)nn3Cc3ccccc3)n2)cc1 (stereo not drawn)	/	-8	5	-0.9	0	0.4	-1.5	24*	1.2	0.3	0.2
c1ccc(Cn2c(SCC3CCCCC3)nnc2-c2cccnc2)cc1	/	-6	-3	-0.3	-2	/	-1.9	1	-1.4	/	-0.2
CN(CC(=O)Nc1cc(Cl)ccc1Cl)C1CCS(=O)(=O)C1 (stereo not drawn)	1.1	1	3	-1.4	-2	-0.6	-1.4	-8	1.2	-1.6	0.8
Cc1c(NC(=O)CSc2ncnc3c2cnn3-c2ccccc2)c(=O)n(-c2ccccc2)n1C	-1.5	-3	-2	-2.2	-11	-2.1	-0.7	12	-0.2	1.4	-3.5
CCNC(=O)C1(C)CCN(C(=O)c2cc(C)oc2C)C1 (stereo not drawn)	/	0	2	-1.2	2	1.4	0.0	-7	-1.7	-1.1	-0.2
C[C@H]1CCC(=O)N([C@H](CSc2ccccc2)Cc2ccccc2)CC1	0.1	1	2	-1.9	4	0.5	-1.9	3	0.2	-1.3	-0.7
Cc1onc(-c2ccccc2Cl)c1C(=O)O/N=C(\N)c1ccccc1	1.1	1	-5	-1.8	-10	-0.5	-1.4	-5	0.9	-2.3	-5.1
Cc1ccc(SC(C)C(=O)Nc2ccc(S(=O)(=O)N3CCOCC3)cc2)cc1 (stereo not drawn)	1.6	-1	-1	-0.8	1	-0.3	-1.9	-19	-2.2	-1.8	0.0
CCOC(=O)c1ccc(NC(=O)c2ccccc2)cc1	0.5	5	2	3.9	0	8.0*	-0.8	7	11*	1.2	2.0
Clc1ccc(CSc2nnc(-c3ccc4c(c3)OCO4)o2)cc1	0.5	1	7	0.1	2	0.5	-0.8	16	2.3	0.7	-0.7
CC(=O)Nc1ccc(C)c([N+](=O)[O-])c1	-0.5	1	0	-2.5	0	-0.5	-1.4	0	-1.4	-0.2	-0.4
Cc1c2cnn(CC(=O)NCCCN3CCCCC3)c(=O)c2c(C)n1Cc1ccccc1	-0.5	1	-2	-2.7	-3	0.1	-1.5	5	2.8	1.8	0.2
CC(C)=CC(=O)OCC(=O)Nc1cc([N+](=O)[O-])ccc1F	-0.5	-3	1	-0.6	-4	2.5	-1.0	2	6.2	-1.6	0.4
O=C(COC(=O)c1cc(NS(=O)(=O)c2cccs2)ccc1O)Nc1ccc(F)c(F)c1F	0.2	-4	4	0.0	-36	1.8	-1.3	-28	0.6	0.5	-2.1
CCOC(=O)c1oc2ccc(S(=O)(=O)n3nc(-c4ccc(OC)cc4)cc3N)cc2c1C	-1.4	-1	-8	-0.8	4	-0.9	-1.9	-7	-2.5	4.8	-0.9

Arranged by heavy-atom count (rising): part of the list above.
SMILES	DAX1 inh-1	SMARCA2 activ	NR1D1 modulator	hcDAF-12 act	PLCb3 inh	GAA850 FXN act	ssDAF12 agonist	sPLA2-III inh	hgDAF12 agonist	PG9 Ab binder	DAX1 inh-2
CC(=O)Nc1ccc(C)c([N+](=O)[O-])c1	-0.5	1	0	-2.5	0	-0.5	-1.4	0	-1.4	-0.2	-0.4
O=S(=O)(CCN1CCSCC1)c1ccccc1	1.4	2	6	1.5	-1	-0.4	-0.6	-3	-0.7	-3.0	-0.4
Cc1cc(NC(=O)COC(=O)C2CC2)ccc1Br	1.2	2	-5	-1.1	-3	-0.8	-1.3	-1	2.3	-1.0	-3.0
CCOc1ccc(S(=O)(=O)NCc2ccco2)cc1	0.4	0	-1	-0.4	3	0.2	-1.1	0	-0.3	1.6	-0.2
O=C(O)/C(=C1/OC(=O)c2ccccc21)c1ccccc1	-1.0	-1	1	-0.9	-2	-1.6	-1.4	6	0.6	1.0	-0.5
CCCOc1ccc(CSc2nc3ccccc3[nH]2)cc1	-3.0	-2	3	-1.1	-4	1.1	-1.7	-26	1.8	-0.9	-1.7
Clc1ccc(CSc2nnc(-c3ccc4c(c3)OCO4)o2)cc1	0.5	1	7	0.1	2	0.5	-0.8	16	2.3	0.7	-0.7
c1ccc(Cn2c(SCC3CCCCC3)nnc2-c2cccnc2)cc1	/	-6	-3	-0.3	-2	/	-1.9	1	-1.4	/	-0.2
O=C(COC(=O)c1cc(NS(=O)(=O)c2cccs2)ccc1O)Nc1ccc(F)c(F)c1F	0.2	-4	4	0.0	-36	1.8	-1.3	-28	0.6	0.5	-2.1
CCOC(=O)c1ccccc1NC(=O)c1ccc2c(SCC(=O)O)c3c(nc2c1)CCCC3	0.0	2	-1	-0.5	-30	1.3	-1.1	-10	2.7	1.2	-0.1

Screening results from PubChem.

Rows were taken by chance. About 7% of those tested had a hit in this group.
